TGFb SMAD3 inh: blocks TGF-b signaling. Potency, µM (highest dose often 46.1 µM), without a hit: at the top dose activity, negative = inhibition, hits mostly inhibitors. actives 1.2% (n = 410,000). HepG2 CAGA-GFP TGF-b/SMAD3 reporter, GFP fluorescence, 18 h; TGF-beta stimulated, 500 pg/mL final; further: on the % scale 0 is the no-effect control and ±100 the full control effect; nearly all actives have a fitted effect of over 65% in size
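Inhibition was scored as loss of TGF-beta-induced (500 pg/mL final, 18 hours, 37 degrees C) GFP in HEPG2 cells carrying a CAGA-GFP reporter, in DMEM with 1% FBS. Well GFP was summed per cell; Activity was normalised to unstimulated and stimulated DMSO wells, then concentration-response fitting.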
S2 tox: viability counter-screen for ATXN expression inhibitors. actives 0.49% (n = 400,000). S2 cells (HEK-293 line with an ATXN2-luciferase reporter) viability, CellTiter-Fluor protease fluorescence, 24 h. AID 651635. Potency, µM (highest dose often 56.7 µM), actives largely listed as cytotoxic; further: nearly all actives have a fitted effect of over 40% in size
A549 viability: counter-screen for Nrf2 inhibitors: cytotoxicity in A549 cells; A549 ARE-Fluc cells, CellTiter-Fluor viability, 18-24 h; Potency, µM (titrated, usually from 46 µM), inactives show at the highest dose activity change, negative = cytotoxicity, most hits filed as inhibitors; actives 0.16% (n = 390,000); further: on the % scale 0 is the no-effect control and ±100 the full control effect
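A549 ARE_Fluc cells in 5% FBS OPTI-MEM were exposed to compounds in concentration-response for 18-24 h at 37 deg C. Viability was read by CellTiter-Fluor fluorescence (Ex 405/Em 525) after 30 min, before the luciferase read.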
ATXN2 expr inh: reduces ATXN2 reporter expression in HEK-293 cells; HEK-293 ATXN2-luciferase reporter, luminescence, 24 h; Potency, µM (highest dose often 57 µM), without a hit: at the top dose activity change, negative = inhibition, actives largely listed as inhibitors; actives 0.72% (n = 360,000); AID 1745845; further: on the % scale 0 is the no-effect control and ±100 the full control effect; nearly all actives have a fitted effect of over 55% in size
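qHTS (up to 57 uM final) was run with 24 h compound exposure of reporter cells at 37 °C. Each well was multiplexed: SteadyGlo luminescence measured ATXN2-luciferase expression after a fluorogenic Gly-Phe-AFC viability readout (25 uM final).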
Nrf2 activator: activators of Nrf2 (ARE) signaling; actives 0.31% (n = 410,000); AREc32 ARE-luciferase reporter (MCF7-derived line), luminescence, 24 h; Potency, µM (series often up to 46.1 µM), for the others: at the top dose activation, usual class: activators; AID 624171; further: % of control where 0% means no effect; nearly all actives have a fitted effect of over 65% in size
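AREc32 cells carrying an ARE-driven firefly luciferase reporter were seeded at 1000 cells/well in OPTI-MEM with 5% FBS, then exposed to compound for 24 hr at 37 deg C. Luminescence was read with Steady-Glo after 30 min at RT.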
HepG2 tox: counter-screen for TGF-b inhibitors: cytotoxicity in HepG2 cells. actives 0.76% (n = 410,000). AID 588856. HepG2 CAGA-GFP viability, ATP luminescence, 18 h. Potency, µM (top dose mostly 46.1 µM), without a hit: top-dose activity change, negative = cytotoxicity, hits mostly cytotoxic; further: some results filed as inactive show a strong effect at the top dose
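CellTiter-Glo luminescence gave cytotoxicity after 18 hours at 37 degrees C. The cells were HepG2 CAGA-GFP in 1% FBS DMEM, stimulated with 500 pg/mL TGF-beta after compound addition. %Activity was normalised to no-cell wells (complete cell-killing) and DMSO (no toxicity), and curves were fitted and classified.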
EPAC2 antagonist: blocks human EPAC2 exchange factor; Potency, µM (top dose mostly 114 µM), inactives show top-dose activity, negative = inhibition, usual class: inhibitors; AID 720708; EPAC2 GEF exchange of Rap1B-BODIPY-GDP, fluorescence; Q8WZA2; actives 0.18% (n = 360,000); further: on the % scale 0 is the no-effect control and ±100 the full control effect; nearly all actives have a fitted effect of over 45% in size; many of its hits are not listed in these tables
Target sequence (Q8WZA2 whole entry, looked up): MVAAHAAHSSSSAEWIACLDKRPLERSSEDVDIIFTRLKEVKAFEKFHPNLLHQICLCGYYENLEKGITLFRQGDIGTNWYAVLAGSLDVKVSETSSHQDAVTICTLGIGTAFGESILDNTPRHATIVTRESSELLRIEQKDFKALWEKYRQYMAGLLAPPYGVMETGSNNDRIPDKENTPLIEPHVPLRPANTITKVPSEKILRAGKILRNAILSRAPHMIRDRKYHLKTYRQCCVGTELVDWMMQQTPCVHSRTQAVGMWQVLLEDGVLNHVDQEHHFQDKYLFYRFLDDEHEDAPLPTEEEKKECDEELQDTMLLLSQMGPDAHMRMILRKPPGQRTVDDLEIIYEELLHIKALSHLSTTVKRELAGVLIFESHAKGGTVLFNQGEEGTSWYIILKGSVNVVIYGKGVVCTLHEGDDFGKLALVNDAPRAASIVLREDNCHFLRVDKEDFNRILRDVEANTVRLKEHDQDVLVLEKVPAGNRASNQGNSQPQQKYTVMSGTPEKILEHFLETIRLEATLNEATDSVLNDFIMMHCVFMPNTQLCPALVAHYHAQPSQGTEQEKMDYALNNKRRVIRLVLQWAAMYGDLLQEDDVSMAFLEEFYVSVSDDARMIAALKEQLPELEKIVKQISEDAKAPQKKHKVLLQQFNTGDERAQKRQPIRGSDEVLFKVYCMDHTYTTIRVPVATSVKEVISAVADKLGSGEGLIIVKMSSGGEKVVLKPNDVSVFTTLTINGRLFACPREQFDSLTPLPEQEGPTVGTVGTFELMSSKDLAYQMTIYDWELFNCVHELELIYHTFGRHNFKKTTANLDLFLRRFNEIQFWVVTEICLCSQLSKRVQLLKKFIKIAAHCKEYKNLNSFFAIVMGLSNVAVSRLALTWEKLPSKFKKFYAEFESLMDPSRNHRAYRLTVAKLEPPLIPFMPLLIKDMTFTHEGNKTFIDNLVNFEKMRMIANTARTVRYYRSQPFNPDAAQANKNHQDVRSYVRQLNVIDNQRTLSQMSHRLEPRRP
MCF10A rerep: DNA re-replication induction in MCF 10a cells | MCF 10A DNA re-replication, Hoechst nuclear intensity, 48 h | Potency, µM (titrated, usually from 46.1 µM), for inactives: at the highest dose activity, positive = re-replication, most hits filed as activators | actives 2.9% (n = 350,000); further: % of control where 0% means no effect; nearly all actives have a fitted effect of over 50% in size
Nrf2 inh: Nrf2 pathway inhibition; Potency, µM (series often up to 46 µM), for inactives: top-dose activity change, negative = inhibition, most hits filed as inhibitors; actives 2.1% (n = 360,000); A549 ARE-Fluc reporter, luciferase luminescence, 18-24 h; further: on the % scale 0 is the no-effect control and ±100 the full control effect; nearly all actives have a fitted effect of over 60% in size
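Reporter: ARE-Fluc in A549. Exposure: 18-24 h, 37 °C, 5% CO2, 5% FBS OPTI-MEM. Readouts: fluorescent cytotoxicity (CellTiter-Fluor), then luminescent Nrf2 signal after BugLite.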
An asterisk follows results filed as active; [ ] = remark or other dose. The call rests on the fitted dose curve; in most records, active means well fitted curve in the direction sought with a large enough effect; inconclusive means small, poorly fitted or top-dose-only effect, or another doubt; inactive means no such curve, though single readings can be large; an effect the other way counts as inactive or inconclusive. Potency means the concentration at half of the fitted maximal effect. The list is partial, so the mix of outcomes need not match the whole.

Results for COC(=O)C1=C(c2ccc(F)cc2OCc2ccccc2)C[C@@H]2CC[C@H]1N2C(=O)NCc1ccc(Br)cc1 ?
TGFb SMAD3 inh: -1%; S2 tox: inconclusive; A549 viability: -22%; ATXN2 expr inh: -22%; Nrf2 activator: 0.0%; HepG2 tox: 10%; EPAC2 antagonist: -1%; MCF10A rerep: inconclusive; Nrf2 inh: 15µM*

What do the screens show for `CCn1cc(C(=O)c2cccs2)c2ccccc21`?
TGFb SMAD3 inh: 9%; S2 tox: inactive; A549 viability: -1%; ATXN2 expr inh: -1%; Nrf2 activator: 5.4%; HepG2 tox: 43%; EPAC2 antagonist: 8%; MCF10A rerep: 1%; Nrf2 inh: 7%

What do the screens show for `Cc1cccc(OCC(=O)N2CCN(Cc3ccc4c(c3)OCO4)CC2)c1`?
TGFb SMAD3 inh: 4%; S2 tox: inactive; A549 viability: 8%; ATXN2 expr inh: -18%; Nrf2 activator: -0.4%; HepG2 tox: -2%; EPAC2 antagonist: 4%; MCF10A rerep: 11%; Nrf2 inh: 3%

How did O=C(COc1ccccc1)N1CCN(Cc2c[nH]c3ccccc23)CC1 do in these assays?
TGFb SMAD3 inh: inconclusive; S2 tox: inconclusive; A549 viability: -8%; ATXN2 expr inh: 1%; Nrf2 activator: 15%; HepG2 tox: -8%; EPAC2 antagonist: 0%; MCF10A rerep: 1%; Nrf2 inh: -8%

Results for CCCc1[nH][nH]c(=O)c1C(c1ccc(Cl)cc1)C(C#N)C#N (centres undefined) ?
TGFb SMAD3 inh: -23%; S2 tox: inconclusive; A549 viability: -1%; ATXN2 expr inh: -8%; Nrf2 activator: 3.4%; HepG2 tox: -21%; EPAC2 antagonist: -7%; MCF10A rerep: -2%; Nrf2 inh: -16%

How did Cn1c(=O)cc(OCCCC(=O)N2CCC3(CC2)OCCO3)c2ccccc21 do in these assays?
TGFb SMAD3 inh: 12%; S2 tox: inactive; A549 viability: 6%; ATXN2 expr inh: 30%; Nrf2 activator: 3.0%; HepG2 tox: -12%; EPAC2 antagonist: 11%; MCF10A rerep: 1%; Nrf2 inh: -6%

Results for O=c1cccc2n1CC1CC2CN(c2nc(N3CCCCC3)nc(N3CCCCC3)n2)C1 (centres undefined) ?
TGFb SMAD3 inh: 19%; S2 tox: inactive; A549 viability: -4%; ATXN2 expr inh: 6%; Nrf2 activator: -0.4%; HepG2 tox: 0%; EPAC2 antagonist: -6%; MCF10A rerep: -6%; Nrf2 inh: -22%

What do the screens show for `COCCCNC(=S)NCCCNc1nc2cc(C)cc(C)c2cc1C#N`?
TGFb SMAD3 inh: inconclusive; S2 tox: inactive; A549 viability: -2%; ATXN2 expr inh: -30%; Nrf2 activator: 0.2%; HepG2 tox: -29%; EPAC2 antagonist: -16%; MCF10A rerep: inconclusive; Nrf2 inh: 13%

How did CCC1CCC(C)N(N=O)C1 (centres undefined) do in these assays?
TGFb SMAD3 inh: 5%; S2 tox: inactive; A549 viability: 0%; ATXN2 expr inh: 0%; Nrf2 activator: -0.2%; HepG2 tox: 12%; EPAC2 antagonist: 23%; MCF10A rerep: inconclusive; Nrf2 inh: 25%

Results for CCC[N+]12CCC(CC1)C(=C(c1ccccc1)c1ccccc1)C2 ?
TGFb SMAD3 inh: 6%; S2 tox: inactive; A549 viability: 0%; ATXN2 expr inh: 29%; Nrf2 activator: -0.3%; HepG2 tox: 6%; EPAC2 antagonist: 2%; MCF10A rerep: inconclusive; Nrf2 inh: 4%

Results for O=C(Cn1c(=O)oc2cc(S(=O)(=O)N3CCCC3)ccc21)Nc1cccc(C(F)(F)F)c1 ?
TGFb SMAD3 inh: -9%; S2 tox: inconclusive; A549 viability: -10%; ATXN2 expr inh: -9%; Nrf2 activator: 4.4%; HepG2 tox: 6%; EPAC2 antagonist: 0%; MCF10A rerep: inconclusive; Nrf2 inh: inconclusive

What do the screens show for `CC(C)(C)c1ccc(O)c(CN2CCN(c3ccccc3)CC2)c1`?
TGFb SMAD3 inh: -9%; S2 tox: inactive; A549 viability: 21%; ATXN2 expr inh: -12%; Nrf2 activator: -0.4%; HepG2 tox: -9%; EPAC2 antagonist: -11%; MCF10A rerep: 8%; Nrf2 inh: -5%

Results for N#CCn1c(CCl)nc2ccccc2c1=O ?
TGFb SMAD3 inh: 1%; S2 tox: inconclusive; A549 viability: 0%; ATXN2 expr inh: inconclusive; Nrf2 activator: 7.3%; HepG2 tox: -23%; EPAC2 antagonist: 0%; MCF10A rerep: -1%; Nrf2 inh: -7%

Results for COC(=O)C1=C(c2ccc(-c3ccccc3)c(F)c2)C[C@@H]2CC[C@H]1N2C(=O)NCC1CC1 ?
TGFb SMAD3 inh: inconclusive; S2 tox: inconclusive; A549 viability: inconclusive; ATXN2 expr inh: inconclusive; Nrf2 activator: -0.5%; HepG2 tox: -45%; EPAC2 antagonist: -9%; MCF10A rerep: inconclusive; Nrf2 inh: 13µM*

What do the screens show for `CCCCn1c(C)c(C(=O)O)c2cc(OC)c3ccccc3c21`?
TGFb SMAD3 inh: 0%; S2 tox: inactive; A549 viability: 0%; ATXN2 expr inh: -4%; Nrf2 activator: 0.1%; HepG2 tox: -15%; EPAC2 antagonist: -23%; MCF10A rerep: 18%; Nrf2 inh: 0%

Results for Cc1ccc2c(C)cc[n+](CCCS(=O)(=O)[O-])c2c1 ?
TGFb SMAD3 inh: -2%; S2 tox: inactive; A549 viability: 7%; ATXN2 expr inh: -2%; Nrf2 activator: -0.1%; HepG2 tox: 14%; EPAC2 antagonist: 7%; MCF10A rerep: -23%; Nrf2 inh: inconclusive

What do the screens show for `N#CCN1CCN(c2ccc(C(F)(F)F)cc2)CC1`?
TGFb SMAD3 inh: 1%; S2 tox: inactive; A549 viability: -4%; ATXN2 expr inh: 2%; Nrf2 activator: -0.6%; HepG2 tox: 9%; EPAC2 antagonist: 13%; MCF10A rerep: -3%; Nrf2 inh: -19%

What do the screens show for `COC(=O)C1=C(c2ccc(F)cc2OCc2ccccc2)C[C@@H]2CC[C@H]1N2C(=O)NC1CCCCC1`?
TGFb SMAD3 inh: inconclusive; S2 tox: inconclusive; A549 viability: inconclusive; ATXN2 expr inh: inconclusive; Nrf2 activator: -2.4%; HepG2 tox: -10%; EPAC2 antagonist: -7%; MCF10A rerep: 15%; Nrf2 inh: inconclusive

How did O=C1NC(c2cccnc2)Nc2sc3c(c21)CCCC3 (centres undefined) do in these assays?
TGFb SMAD3 inh: 1%; S2 tox: inactive; A549 viability: -2%; ATXN2 expr inh: 39%[activator]; Nrf2 activator: 4.0%; HepG2 tox: -12%; EPAC2 antagonist: 3%; MCF10A rerep: 2%; Nrf2 inh: 12%

How did c1ccc(CN2Cc3ccccc3-n3nncc3C2)nc1 do in these assays?
TGFb SMAD3 inh: 6%; S2 tox: inactive; ATXN2 expr inh: -13%; Nrf2 activator: 14%; HepG2 tox: -13%; EPAC2 antagonist: 0%

What do the screens show for `CC1CC(C)CN(S(=O)(=O)c2ccc3c(c2)oc(=O)n3CC(=O)N(C)Cc2ccccc2)C1` (centres undefined)?
TGFb SMAD3 inh: inconclusive; S2 tox: inactive; A549 viability: -4%; ATXN2 expr inh: -12%; Nrf2 activator: -0.1%; HepG2 tox: -28%; EPAC2 antagonist: 4%; MCF10A rerep: 8%; Nrf2 inh: 8%

How did Nc1ccc2c3c(cccc13)-c1ccccc1-2 do in these assays?
TGFb SMAD3 inh: 97%[activator]; A549 viability: inconclusive; ATXN2 expr inh: 14%; Nrf2 activator: 11%; HepG2 tox: -18%; EPAC2 antagonist: 117%[activator]; MCF10A rerep: 2.9µM*; Nrf2 inh: 23%

How did O=c1[nH]c(=O)n(CCC2=CCCCC2)c(O)c1C=NCCN1CCNCC1 do in these assays?
TGFb SMAD3 inh: -5%; S2 tox: inconclusive; A549 viability: 0%; ATXN2 expr inh: 0%; Nrf2 activator: 3.4%; HepG2 tox: 0%; EPAC2 antagonist: 9%; MCF10A rerep: 12%; Nrf2 inh: 2%

Results for Cc1ccc(-n2c(O)c(C=NCCN(C)C)c(=O)[nH]c2=O)cc1 ?
TGFb SMAD3 inh: -16%; S2 tox: inactive; A549 viability: -2%; ATXN2 expr inh: -33%[11.3 µM]; Nrf2 activator: -0.3%; HepG2 tox: 4%; EPAC2 antagonist: -3%; MCF10A rerep: inconclusive; Nrf2 inh: 1%

How did O=C(Nc1ccc(Cl)cc1C(=O)c1ccccc1)c1ccco1 do in these assays?
TGFb SMAD3 inh: 23%; S2 tox: inactive; A549 viability: -19%; ATXN2 expr inh: -5%; Nrf2 activator: 0.4%; HepG2 tox: -26%; EPAC2 antagonist: -14%; MCF10A rerep: 18%; Nrf2 inh: inconclusive

Results for Cn1ccnc1P(=S)(c1nccn1C)c1nccn1C ?
TGFb SMAD3 inh: -25%; S2 tox: inactive; A549 viability: 4%; ATXN2 expr inh: 1%; Nrf2 activator: -0.5%; HepG2 tox: -11%; EPAC2 antagonist: -4%; MCF10A rerep: 13%; Nrf2 inh: -12%

A stretch of the results above, for reference:
Results for Cc1ccc(-n2c(O)c(C=NCCN(C)C)c(=O)[nH]c2=O)cc1 ?
TGFb SMAD3 inh: -16%; S2 tox: inactive; A549 viability: -2%; ATXN2 expr inh: -33%[11.3 µM]; Nrf2 activator: -0.3%; HepG2 tox: 4%; EPAC2 antagonist: -3%; MCF10A rerep: inconclusive; Nrf2 inh: 1%

How did O=C(Nc1ccc(Cl)cc1C(=O)c1ccccc1)c1ccco1 do in these assays?
TGFb SMAD3 inh: 23%; S2 tox: inactive; A549 viability: -19%; ATXN2 expr inh: -5%; Nrf2 activator: 0.4%; HepG2 tox: -26%; EPAC2 antagonist: -14%; MCF10A rerep: 18%; Nrf2 inh: inconclusive

Results for Cn1ccnc1P(=S)(c1nccn1C)c1nccn1C ?
TGFb SMAD3 inh: -25%; S2 tox: inactive; A549 viability: 4%; ATXN2 expr inh: 1%; Nrf2 activator: -0.5%; HepG2 tox: -11%; EPAC2 antagonist: -4%; MCF10A rerep: 13%; Nrf2 inh: -12%
